Bioassay records: PubChem BioAssay, Vanderbilt University
GIRK2 activator = GIRK2 channel activators by thallium flux. AID 1259324. HEK293 GIRK2/NPY4 cells, thallium flux fluorescence. activation (% efficacy), % for hits at 37.5 µM. 34,000 tested, under 10 active. P48051;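 active = primary screen hit, no activity in plain HEK293 cells, and in GIRK2-only cells above 5% efficacy rising with concentration; inactive = the rest, including fluorescent compounds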;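 also: efficacy is normalized control-subtracted fluorescence 15 s after thallium addition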
Target sequence (P48051 whole entry, looked up): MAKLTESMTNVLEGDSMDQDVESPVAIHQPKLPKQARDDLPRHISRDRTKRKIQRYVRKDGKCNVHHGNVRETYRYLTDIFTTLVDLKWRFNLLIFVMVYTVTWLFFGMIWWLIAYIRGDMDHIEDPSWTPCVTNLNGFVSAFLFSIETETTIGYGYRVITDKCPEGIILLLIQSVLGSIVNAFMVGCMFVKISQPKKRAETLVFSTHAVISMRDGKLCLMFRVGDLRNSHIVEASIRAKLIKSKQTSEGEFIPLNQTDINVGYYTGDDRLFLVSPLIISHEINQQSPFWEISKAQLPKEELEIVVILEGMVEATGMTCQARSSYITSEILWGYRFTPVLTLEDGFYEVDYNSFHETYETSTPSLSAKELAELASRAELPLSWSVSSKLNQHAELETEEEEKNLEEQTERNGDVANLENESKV
Calls only; i = inactive. The list is partial. The share of hits here may be higher or lower than overall.

| compound | GIRK2 activator |
| --- | --- |
| Cc1ccc(-c2ccc(N3CCN(C(=O)c4ccccn4)CC3)nn2)cc1C | i |
| COCCNC(=O)Cn1nc2c(c1NC(=O)c1ccc(OC(C)C)cc1)CSC2 | i |
| Cc1ccc(C)c(S(=O)(=O)Nc2ccc3c(c2)CCCN3S(C)(=O)=O)c1 | i |
| CCn1nc(C)cc1C(=O)Nc1ccccc1S(C)(=O)=O | i |
| CC(C)C(=O)N1CCCc2ccc(NC(=O)C(=O)NCCO)cc21 | i |
| Cc1ccccc1Cn1c(NC2CCCCC2)nc2c1c(=O)[nH]c(=O)n2C | i |
| Cn1cccc1C(CNC(=O)C(=O)NC1CC1)N1CCc2ccccc2C1 (configuration not stated) | i |
| Cc1ccc(C)c(Sc2cc(N3CCC(C(=O)NCc4ccc5c(c4)OCO5)CC3)ncn2)c1 | i |
| O=C1CC(NC(=O)C2(c3ccccc3)CCOCC2)CN1 (configuration not stated) | i |
| Cc1nnsc1C(=O)N(CCN1CCOCC1)c1nc2ccc(Cl)cc2s1 | i |
| NC(=O)c1nc(-c2cc(Br)ccc2O)nc2c1[nH]c(=O)n2-c1ccccc1F | i |
| COc1ccc(OC)c(NC(=O)c2cc3ccccc3o/c2=N/NS(=O)(=O)c2ccccc2)c1 | i |
| Cc1ccc(C(CNC(=O)c2cccc([N+](=O)[O-])c2C)N(C)C)cc1 (configuration not stated) | i |
| Cc1cc(C)c(S(=O)(=O)Nc2ccc(Nc3cc(-n4ccnc4)ncn3)cc2)cc1C | i |
| Cc1cccc(NC2SC(=O)N(c3ccc(F)cc3)C2=O)c1 (configuration not stated) | i |
| O=C(NCCc1c[nH]c2ccccc12)C1COCC(=O)N1Cc1ccccc1 (configuration not stated) | i |
| COc1ccc(C(O)=C2C(=O)C(=O)N(CCCN(C)C)C2c2ccccc2)cc1Cl (configuration not stated) | i |
| COc1cc(N2CCN(S(=O)(=O)N(C)C)CC2)nc(C)n1 | i |
| C=CCNC(=O)c1c(C(F)(F)F)nn(CC2CCCN(C(C)=O)C2)c1C (configuration not stated) | i |
| CC1CCc2c(sc3ncnc(NN)c23)C1 (configuration not stated) | i |
| COc1ccccc1-n1nnc(-c2nnc(-c3ccc(C)cc3)o2)c1C | i |
| Cc1ccc2sc(NC(=O)C3CCN(S(C)(=O)=O)CC3)nc2c1C | i |
| O=C(c1cc2ccccc2[nH]1)N1CCC(c2nnc(-c3ccco3)s2)CC1 | i |
| CCc1nc2sc(C(c3ccccc3Cl)N3CCCC3)c(O)n2n1 (configuration not stated) | i |
| O=C(c1ccc2c(c1)OCO2)N1CCC2(CC1)NC(=O)N(Cc1ccc(F)cc1)C2=O | i |
| CCn1nc(C(=O)Nc2nc3c(SC)cccc3s2)cc1C | i |
| O=C(NCC1CCCO1)c1ccc(S(=O)(=O)c2ccccc2)nc1 (configuration not stated) | i |
| COc1cn2c(cc1=O)C(=O)N(CCNC(=O)c1ccc(S(=O)(=O)N(C)C)cc1)CC2 | i |
| CSc1ncccc1C(=O)N1CCC(CNC(=O)c2ccccn2)CC1 | i |
| O=C(CSc1ccc(NC(=O)c2ccccc2)nn1)NC1CCCCC1 | i |

Three structures from above, arranged by formula weight, lowest first.
| compound | GIRK2 activator |
| --- | --- |
| Cc1cccc(NC2SC(=O)N(c3ccc(F)cc3)C2=O)c1 (configuration not stated) | i |
| COCCNC(=O)Cn1nc2c(c1NC(=O)c1ccc(OC(C)C)cc1)CSC2 | i |
| COc1cn2c(cc1=O)C(=O)N(CCNC(=O)c1ccc(S(=O)(=O)N(C)C)cc1)CC2 | i |

Later entries
| compound | GIRK2 activator |
| --- | --- |
| Cc1cccc(NC(=O)C2CCN(S(C)(=O)=O)CC2)n1 | i |
| CCn1nnc2c(N3CCN(C(=O)Nc4ccc(C(C)(C)C)cc4)CC3)ncnc21 | i |
| CC(=O)Nc1ccc(OCC(O)CN2CCN(Cc3ccc4c(c3)OCO4)CC2)cc1 (configuration not stated) | i |
| O=C(NCC(O)c1ccsc1)c1cc2ccccc2oc1=O (configuration not stated) | i |
| Cn1c(=O)c2c(SCC(=O)OCc3ccccc3)ccnc2n(C)c1=O | i |
| O=C(/C=C/c1ccccc1Cl)N1CCC(Cn2cnc3ccccc32)CC1 | i |
| CC(C)(C)C(=O)N1CCc2ccc(NC(=O)c3ccc4c(c3)OCO4)cc21 | i |
| O=C(Cc1ccccc1)Nc1nnc(CSc2ccccc2)o1 | i |
| Cc1nnc(NC(=O)Cc2csc(Nc3cccc(Cl)c3)n2)s1 | i |
| CCc1ccc(-c2ccc(=O)n(CC(=O)Nc3ccc(F)c([N+](=O)[O-])c3)n2)cc1 | i |
| O=C(COc1ccccc1)Nc1ccc(CC(=O)NC2CC2)cc1 | i |
| COc1ccccc1N1CC(c2nc3ccccc3n2CC(O)COc2cc(C)ccc2C)CC1=O (configuration not stated) | i |
| CCOC(=O)N1CCC(NC(=O)CCc2csc(NC(=O)c3cccs3)n2)CC1 | i |
| COCC(C)(O)CNC(=O)c1c(C)cc(C)cc1C (configuration not stated) | i |
| O=c1[nH]c2cc3c(cc2c(=O)n1Cc1nc(-c2ccccc2Br)no1)OCO3 | i |
| O=C(c1ccc(Cl)nc1)N1CCN(c2ccc(-c3ccc(Cl)cc3)nn2)CC1 | i |
| Cc1cnc2c(c1SCC(=O)N1CCCc3ccccc31)c(=O)n(C)c(=O)n2C | i |
| COc1ccc(-c2nnc(SCC(=O)Nc3ccc(C)cc3C)n2N)cc1OC | i |
| O=C(NCCCn1nc(-c2ccco2)ccc1=O)c1ccc(C(F)(F)F)cc1 | i |
| O=C(NCc1ccccc1Cl)C(=O)Nc1c2c(nn1-c1ccccc1)CS(=O)(=O)C2 | i |
| CCCNC(=O)Cn1nc2c(c1NC(=O)Cn1cnc3ccccc31)CSC2 | i |
| Cn1c(CC(C)(C)C)nc2ccccc21 | i |
| N#Cc1cccc(C(=O)Nc2nc(-c3ccc(F)cc3)cs2)c1 | i |
| COc1ccc(CNC(=O)C(=O)Nc2c(C(N)=O)oc3ccccc23)cc1 | i |
| COc1ccccc1OCC(=O)N1c2ccccc2CC1C(N)=O (configuration not stated) | i |
| CCOc1ccc2nc(NC(=O)CCn3cnc4c(cnn4C(C)(C)C)c3=O)sc2c1 | i |
| CCCCc1ccc(-n2nnc(C(=O)NC3CCS(=O)(=O)C3)c2C)cc1 (configuration not stated) | i |
| O=C(NCC1CCN(C(=O)c2cc3ccccc3o2)CC1)C1CC(=O)N(c2ccccc2)C1 (configuration not stated) | i |
| CCOC(=O)Cn1c(=O)c2c(nc(-n3nc(C)c(C)c3C)n2C)n(C)c1=O | i |
| COc1ccc(S(=O)(=O)Nc2ccc3c(c2)N(C(=O)C2CCCC2)CC3)cc1OC | i |

| compound | GIRK2 activator |
| --- | --- |
| COc1ccc(CNC(=O)NCc2nn(C)c(=O)c3ccccc23)cc1OC | i |
| CCOc1ccccc1C(=O)NCC(=O)N1CCOC(c2ccccc2)C1 (configuration not stated) | i |
| COc1ccccc1N1CCN(C(=O)c2nn(-c3ccc(F)cc3)cc2OC)CC1 | i |
| CCCCOc1ccc(C(=O)N2CCN(c3ccc(Nc4cccnc4)nn3)CC2)cc1 | i |
| Cc1ccc(C)c(NC2(C#N)CCCCC2)c1 | i |
| CC1(C)Cc2cccc(OCCCS(=O)(=O)N3CCN(C=O)CC3)c2O1 | i |
| Cc1c(C)n2c3c(=O)n(CC(N)=O)c(=O)n(C)c3nc2n1CC(C)C | i |
| CNc1oc(-c2cccs2)nc1S(=O)(=O)c1ccc(Cl)cc1 | i |
| COc1ccc(CCNC(=O)NCC(C)(O)C2CC2)cc1 (configuration not stated) | i |
| COc1ccc(C(CNS(=O)(=O)c2cccs2)N2CCN(C)CC2)cc1 (configuration not stated) | i |
| CC1(C)Cc2cccc(OCCCS(=O)(=O)N3CCN(C(=O)c4ccco4)CC3)c2O1 | i |
| CCOC(=O)c1c(C)[nH]c(NC(=O)Nc2c(CC)cccc2CC)c1C | i |
| COc1ccccc1OCC#CCNS(=O)(=O)N(C)C | i |
| CCOc1ccccc1N1CC(c2nc3ccccc3[nH]2)CC1=O (configuration not stated) | i |
| COc1ccccc1C1=NN(C(=O)CCC(=O)O)C(c2ccc3nccnc3c2)C1 (configuration not stated) | i |
| CSc1ncccc1C(=O)N1CCC(CNC(=O)C(=O)NCc2ccc(F)cc2)CC1 | i |
| Cc1nc(-c2cccc(F)c2)sc1CCNC(=O)Nc1ccc2c(c1)OCO2 | i |
| COc1cn(-c2ccc(F)cc2)nc1C(=O)NCCCn1ccnc1 | i |
| CCOc1ccc(-c2nc(CSc3n[nH]c(=O)c4cc(-c5ccco5)nn34)c(C)o2)cc1OC | i |
| COc1cccc(Nc2nnc(Cc3ccc(C)cc3)c(=O)[nH]2)c1 | i |
| COc1ccc(-c2noc(Cn3cnc4c(nnn4-c4cccc(Cl)c4)c3=O)n2)c(OC)c1 | i |
| Cc1nnc(C2CCCN(C(=O)Nc3ccc(Cl)cc3)C2)s1 (configuration not stated) | i |
| O=C(Cn1cnc2ccccc21)Nc1ccccc1NC(=O)c1ccccn1 | i |
| O=S(=O)(c1ccccc1)N1CCN(Cc2nc(-c3cccs3)cs2)CC1 | i |
| Cc1cc(NC(=O)C(=O)NCc2ccc3c(c2)OCO3)ccc1N1CCCC1=O | i |
| Cc1cc(NC(C)C)n2nc(C)c(-c3ccccc3Cl)c2n1 | i |
| CCCOc1ccc(S(=O)(=O)NCC(C)(O)CCSC)cc1 (configuration not stated) | i |
| CCOC(=O)C1CCN(C(=O)C2(c3cccs3)CCOCC2)CC1 | i |
| OC1(c2ccc(Br)cc2)NN=C2CCCCCN21 (configuration not stated) | i |
| COC(=O)c1cccc(NC(=O)c2nnn(-c3ccccc3F)c2C)c1 | i |

Structures above containing an aryl thioether with sulfur outside any ring, in the order listed:
| compound | GIRK2 activator |
| --- | --- |
| Cc1ccc(C)c(Sc2cc(N3CCC(C(=O)NCc4ccc5c(c4)OCO5)CC3)ncn2)c1 | i |
| CCn1nc(C(=O)Nc2nc3c(SC)cccc3s2)cc1C | i |
| CSc1ncccc1C(=O)N1CCC(CNC(=O)c2ccccn2)CC1 | i |
| O=C(CSc1ccc(NC(=O)c2ccccc2)nn1)NC1CCCCC1 | i |
| Cn1c(=O)c2c(SCC(=O)OCc3ccccc3)ccnc2n(C)c1=O | i |
| O=C(Cc1ccccc1)Nc1nnc(CSc2ccccc2)o1 | i |
| Cc1cnc2c(c1SCC(=O)N1CCCc3ccccc31)c(=O)n(C)c(=O)n2C | i |
| COc1ccc(-c2nnc(SCC(=O)Nc3ccc(C)cc3C)n2N)cc1OC | i |
| CSc1ncccc1C(=O)N1CCC(CNC(=O)C(=O)NCc2ccc(F)cc2)CC1 | i |
| CCOc1ccc(-c2nc(CSc3n[nH]c(=O)c4cc(-c5ccco5)nn34)c(C)o2)cc1OC | i |

Additional entries follow:
| compound | GIRK2 activator |
| --- | --- |
| CC(C)=CCSc1nnc2c(n1)[nH]c1ccccc12 | i |
| O=C(Nc1nc(-c2ccc(Cl)s2)cs1)C1CCCCC1 | i |
| Cc1cc(NC(=O)CSc2nnc(-c3ccncc3)o2)no1 | i |
| CCOC(=O)c1cccc(NC(=O)c2ccc(-n3cnnn3)cc2)c1 | i |
| CCC(CC)C(=O)N1CCN(c2nccn2-c2ccc(C)cc2)CC1 | i |
| Cc1cnc2c(c1SCC(=O)Nc1ccc(Cl)c(Cl)c1)c(=O)n(C)c(=O)n2C | i |
| Cn1cnc2cc(OC(=O)c3ccc(F)c(F)c3)ccc21 | i |
| O=C(c1ccc(S(=O)(=O)c2ccc(Br)cc2)nc1)N1CCOCC1 | i |
| CCOC(=O)CCC(=O)Nc1nn(C)c2c1C(c1ccccc1)CC(=O)N2 (configuration not stated) | i |
| CCOc1ccc(NC(=O)Cn2cc(-c3ccccc3)c3ncn(CCOC)c(=O)c32)cc1 | i |
| Cn1nnc2c(SCC(=O)NCc3ccccc3)ncnc21 | i |
| CCCS(=O)(=O)N1CCCc2cc(NC(=O)NCc3ccc(Cl)cc3)ccc21 | i |
| COc1ccccc1Cn1c(C(=O)O)cc2ccccc2c1=O | i |
| COCC(C)NC(=O)c1cc(-c2ccc(C)cc2)nc2c1c(C)nn2C1CCS(=O)(=O)C1 (configuration not stated) | i |
| COc1ccc(OC)c(NC(=O)CCCn2nc(-c3cccs3)ccc2=O)c1 | i |
| COC(=O)N1CCN(CCNC(=O)NCc2cccc3ccccc23)CC1 | i |
| O=C(CS(=O)(=O)Cc1ccccc1)Nc1nc(-c2ccccc2)c(C(=O)c2ccccc2)s1 | i |
| O=C(c1ccc(F)cc1)N(CCCn1ccnc1)c1nc2c(Cl)cccc2s1 | i |
| O=C(NCc1ccccc1Cl)C(=O)Nc1ccc(F)c([N+](=O)[O-])c1 | i |
| CC(C)(C)C(=O)C(O)C(C)(C)C (configuration not stated) | i |
| CC(C)n1c(N2CCCCC2)nc2c1c(=O)n(Cc1ccccc1)c(=O)n2C | i |
| Cc1cccc(N(C(=O)c2cnc3n(c2=O)CCS3)C2CCCCC2)c1 | i |
| O=C(NCc1cnn2ccccc12)Nc1ccccc1F | i |
| Cc1cccc2sc(N(CCN3CCOCC3)C(=O)c3cccc([N+](=O)[O-])c3)nc12 | i |
| O=C(CSc1ccc(NC(=O)c2cccs2)nn1)Nc1ccc(F)cc1 | i |
| COc1ccc(-c2cc(CC(=O)Nc3cccc(C(F)(F)F)c3)no2)cc1OC | i |
| COc1ccc(CNC(=O)Nc2ccc3c(c2)N(C(=O)C(C)C)CCC3)cc1OC | i |
| O=C(Cn1cnc(-c2ccccc2)cc1=O)Nc1ccc2c(c1)OCO2 | i |
| COc1cc([N+](=O)[O-])ccc1NC(=O)c1ccc(=O)n(Cc2ccc(F)cc2)c1 | i |
| CCn1nccc1C(=O)Nc1ccc(-c2nc3ccccc3o2)cc1 | i |

| compound | GIRK2 activator |
| --- | --- |
| O=C(NCCCCN1CCOC(c2ccccc2)C1)c1cccc(C(F)(F)F)c1 (configuration not stated) | i |
| Cc1c(C(=O)Nc2ccc(S(N)(=O)=O)cc2)nnn1-c1cccc(C(F)(F)F)c1 | i |
| CS(=O)(=O)N1CCCc2ccc(NC(=O)C(=O)NCCCO)cc21 | i |
| Cc1ccc(-c2ccc(OCCNS(=O)(=O)c3ccc4c(c3)OCCO4)nn2)cc1 | i |
| COc1ccc(C)cc1NC(=O)Cn1nc(-n2cccn2)ccc1=O | i |
| NC(=O)c1ccc(NC(=O)Cc2csc(NC(=O)C3CCC(=O)N3)n2)cc1 (configuration not stated) | i |
